Screens from PubChem.
ZTA counter: blocks Epstein-Barr virus ZTA, an EBNA-1 counter-screen; ZTA-DNA binding, fluorescence polarization; inhibition, % at 11 µM; 0.15% of 320,000 active; AID 2234; in the data active means inhibition above about 33%
Target sequence (P03206 whole entry, looked up): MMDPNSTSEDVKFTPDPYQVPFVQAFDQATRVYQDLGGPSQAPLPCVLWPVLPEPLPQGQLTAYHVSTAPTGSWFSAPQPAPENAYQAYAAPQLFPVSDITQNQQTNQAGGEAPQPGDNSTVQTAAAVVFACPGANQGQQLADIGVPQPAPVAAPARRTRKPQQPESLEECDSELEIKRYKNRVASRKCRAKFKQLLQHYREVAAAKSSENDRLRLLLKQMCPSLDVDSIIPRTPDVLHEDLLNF
PAFAH1B2 FP inh: PAFAH1B2 (human) inhibition. AID 492953. inhibition, % at 3.39 µM. P68402. recombinant PAFAH1B2, FP-rhodamine activity probe, fluorescence polarization. 1.2% of 340,000 active;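 active means inhibition above the mean of all tested compounds plus 3 SD, cut at about 24% in these data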;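 further: 0% = enzyme with DMSO and 100% = wells lacking PAFAH1B2; many of its hits are not listed in these tables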
pPAFAH FP inh: inhibitors of human plasma PAF acetylhydrolase (pPAFAH); 1.5% of 330,000 active; Q13093; AID 463082; recombinant pPAFAH, FP-rhodamine probe fluorescence polarization; inhibition, % at 3.39 µM;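 active means inhibition above the mean inhibition across the screen plus 3 SD, cut at about 25% in these data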;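 further: inhibitors block binding of the rhodamine activity-based probe so polarization drops; 0% = enzyme with DMSO and 100% = wells lacking pPAFAH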
Target sequence (Q13093 whole entry, looked up): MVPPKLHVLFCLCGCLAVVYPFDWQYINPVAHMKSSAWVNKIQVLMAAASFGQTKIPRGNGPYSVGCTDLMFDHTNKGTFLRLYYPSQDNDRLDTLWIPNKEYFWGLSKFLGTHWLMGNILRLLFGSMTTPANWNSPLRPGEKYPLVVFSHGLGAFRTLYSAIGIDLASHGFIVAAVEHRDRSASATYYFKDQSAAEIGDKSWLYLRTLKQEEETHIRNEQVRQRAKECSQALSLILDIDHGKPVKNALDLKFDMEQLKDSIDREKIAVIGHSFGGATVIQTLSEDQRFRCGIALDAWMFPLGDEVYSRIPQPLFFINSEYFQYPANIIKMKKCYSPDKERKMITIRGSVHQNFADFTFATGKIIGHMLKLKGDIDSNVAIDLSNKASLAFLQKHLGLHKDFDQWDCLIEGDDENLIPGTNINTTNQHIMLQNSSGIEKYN
LYPLA2 counter: counter-screen for PME1 inhibitors: inhibitors of human LYPLA2; 0.38% of 320,000 active; inhibition, % at 5.9 µM; AID 2177; recombinant LYPLA2, FP-Rh probe fluorescence polarization;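 active means inhibition above the screen-wide mean plus 3 SD, limit set per campaign, cut at about 26% in these data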;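 further: 0% = LYPLA2 with DMSO and 100% = wells lacking LYPLA2 enzyme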
PAFAH2 FP inh: inhibitors of human PAFAH2; inhibition, % at 3.39 µM; recombinant PAFAH2, FP-rhodamine activity probe, fluorescence polarization; 0.99% of 340,000 active; AID 492956;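 active means inhibition above the mean over all tested compounds plus 3 SD, cut at about 30% in these data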;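 further: inhibitors block probe labeling of enzyme so polarization drops; 0% = enzyme with DMSO and 100% = wells lacking PAFAH2 protein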
EBNA-1 inh: blocks EBNA-1 binding to DNA. EBNA-1 DNA binding, fluorescence polarization. inhibition, % at 14.8 µM. 0.34% of 300,000 active; in the data active means inhibition above about 28%
LYPLA1 inh: counter-screen for PME1 inhibitors: inhibitors of human LYPLA1; recombinant LYPLA1, FP-Rh probe fluorescence polarization; inhibition, % at 5.9 µM; 0.16% of 320,000 active; AID 2174;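 active means inhibition above the mean of all tested compounds plus 3 SD, set per campaign, cut at about 14% in these data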;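 further: inhibitors block serine hydrolase probe labeling of LYPLA1 so polarization falls; 0% = enzyme with DMSO and 100% = wells lacking LYPLA1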
PAFAH1B3 FP inh: blocks human PAF acetylhydrolase 1B catalytic subunit 3; AID 492972; inhibition, % at 3.39 µM; recombinant PAFAH1B3, FP-rhodamine probe, fluorescence polarization; Q15102; 0.28% of 340,000 active;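 active means inhibition above the screen-wide average of all tested compounds plus 3 SD, cut at about 25% in these data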;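 further: 0% = enzyme with DMSO only and 100% = wells lacking PAFAH1B3 protein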
Target sequence (Q15102 whole entry, looked up): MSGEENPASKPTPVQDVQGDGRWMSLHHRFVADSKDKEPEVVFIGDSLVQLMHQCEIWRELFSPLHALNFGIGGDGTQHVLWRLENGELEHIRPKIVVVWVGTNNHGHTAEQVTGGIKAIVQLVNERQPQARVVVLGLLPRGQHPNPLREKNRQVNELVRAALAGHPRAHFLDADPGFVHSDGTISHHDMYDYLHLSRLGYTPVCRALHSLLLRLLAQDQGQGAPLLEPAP
PREPL inh: inhibitors of human prolyl oligopeptidase-like enzyme PREPL; Q4J6C6; inhibition, % at 5.96 µM; recombinant PREPL, fluorescence polarization activity-based probe; 0.68% of 320,000 active; in the data active means inhibition above about 43%;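 further: 0% = enzyme with DMSO and 100% = wells lacking enzyme; many of its hits are not listed in these tables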
* = called active by the depositor. Some of the compounds tested. The share of hits here may be higher or lower than overall.

Results for CC(C)c1cccc(C(C)C)c1OCCCCCN1CCOCC1 ?
ZTA counter: 0; pPAFAH FP inh: 2; LYPLA2 counter: -1; EBNA-1 inh: -4; LYPLA1 inh: -3; PREPL inh: -8

What do the screens show for `CCNC(=O)NC(=O)C(C)N1C(=O)NC(c2ccccc2)(c2ccccc2)C1=O` (configuration not stated)?
ZTA counter: -9; PAFAH1B2 FP inh: 4; pPAFAH FP inh: 4; LYPLA2 counter: 10; PAFAH2 FP inh: -17; EBNA-1 inh: 6; LYPLA1 inh: -1; PAFAH1B3 FP inh: -2; PREPL inh: -23

Results for COC(=O)c1[nH]c(=O)c2ccccc2c1O ?
ZTA counter: -12; PAFAH1B2 FP inh: -1; pPAFAH FP inh: 3; LYPLA2 counter: 4; PAFAH2 FP inh: 2; EBNA-1 inh: 6; LYPLA1 inh: 2; PAFAH1B3 FP inh: 8; PREPL inh: -3

How did CCC(C)Sc1ccc(-c2nc3ccc(C)cn3c2NCc2ccccc2)cc1OC (configuration not stated) do in these assays?
ZTA counter: -7; PAFAH1B2 FP inh: 10; pPAFAH FP inh: 27*; LYPLA2 counter: -4; PAFAH2 FP inh: 9; EBNA-1 inh: -3; LYPLA1 inh: -5; PAFAH1B3 FP inh: 2; PREPL inh: 7

How did Cc1ccc(C(=O)NCCNS(=O)(=O)c2ccccc2)cn1 do in these assays?
ZTA counter: -17; PAFAH1B2 FP inh: 0; pPAFAH FP inh: -1; LYPLA2 counter: -3; PAFAH2 FP inh: -5; EBNA-1 inh: -5; LYPLA1 inh: -1; PAFAH1B3 FP inh: 10; PREPL inh: -10

Results for O=C(CCNC(=O)N1CC(=O)Nc2ccccc21)Nc1cccc(Cl)c1 ?
ZTA counter: -14; PAFAH1B2 FP inh: 3; pPAFAH FP inh: -1; LYPLA2 counter: 0; PAFAH2 FP inh: 11; EBNA-1 inh: -12; LYPLA1 inh: -1; PAFAH1B3 FP inh: 10; PREPL inh: -33

What do the screens show for `CCOC(=O)c1c(NC(=O)CN2C(=O)NC3(CCCCC3)C2=O)sc(C)c1-c1ccc(C)cc1`?
ZTA counter: -6; PAFAH1B2 FP inh: -3; pPAFAH FP inh: 5; LYPLA2 counter: 5; PAFAH2 FP inh: -5; EBNA-1 inh: 3; LYPLA1 inh: -3; PAFAH1B3 FP inh: 0; PREPL inh: -1

How did Cc1ccc(C(=O)N(NC2=NS(=O)(=O)c3ccccc32)S(=O)(=O)c2ccc(C)cc2)cc1 do in these assays?
ZTA counter: -13; PAFAH1B2 FP inh: 13; pPAFAH FP inh: 2; LYPLA2 counter: -2; PAFAH2 FP inh: -5; EBNA-1 inh: -12; LYPLA1 inh: 5; PAFAH1B3 FP inh: 5; PREPL inh: 0

What do the screens show for `Cc1ccc(S(=O)(=O)N(C)c2cc(S(=O)(=O)N3CCC(C)CC3)c(C)cc2C)cc1`?
ZTA counter: -1; PAFAH1B2 FP inh: -2; pPAFAH FP inh: 2; LYPLA2 counter: -6; PAFAH2 FP inh: 0; EBNA-1 inh: -3; LYPLA1 inh: -2; PAFAH1B3 FP inh: -2; PREPL inh: -3

Results for COc1ccc(-n2nc3c(c2NC(=O)c2ccco2)CS(=O)(=O)C3)cc1 ?
ZTA counter: 22; PAFAH1B2 FP inh: -1; pPAFAH FP inh: 9; LYPLA2 counter: 9; PAFAH2 FP inh: 6; EBNA-1 inh: 9; LYPLA1 inh: 0; PAFAH1B3 FP inh: 10; PREPL inh: 3

How did Cc1cc(C(=O)OCCO)c(C#N)c(N)n1 do in these assays?
ZTA counter: 10; PAFAH1B2 FP inh: 5; pPAFAH FP inh: -2; LYPLA2 counter: -6; PAFAH2 FP inh: 5; EBNA-1 inh: -4; LYPLA1 inh: -3; PAFAH1B3 FP inh: 9; PREPL inh: 15

How did O=C(/C=C/c1ccc(Cl)cc1Cl)Nc1cccc(S(=O)(=O)NC2=NCCCCC2)c1 do in these assays?
ZTA counter: 13; PAFAH1B2 FP inh: -9; pPAFAH FP inh: -27; LYPLA2 counter: -61; PAFAH2 FP inh: -20; EBNA-1 inh: 7; LYPLA1 inh: -24; PAFAH1B3 FP inh: -15; PREPL inh: 33

What do the screens show for `COc1ccc(C(=O)NC(=S)N(Cc2ccccc2)Cc2ccccc2)cc1`?
ZTA counter: 0; PAFAH1B2 FP inh: 2; pPAFAH FP inh: 3; LYPLA2 counter: -2; PAFAH2 FP inh: -2; EBNA-1 inh: 4; LYPLA1 inh: -5; PAFAH1B3 FP inh: -4; PREPL inh: 5

How did O=[N+]([O-])c1ccc(NC(=S)NCCc2ccc(F)cc2)cc1 do in these assays?
ZTA counter: -10; PAFAH1B2 FP inh: 14; pPAFAH FP inh: -6; LYPLA2 counter: 11; PAFAH2 FP inh: -19; EBNA-1 inh: 5; LYPLA1 inh: -12; PAFAH1B3 FP inh: 0; PREPL inh: 18

What do the screens show for `CCn1c(-c2cc(-c3ccc(C)cc3)nc3ccccc23)n[nH]c1=S`?
ZTA counter: 8; PAFAH1B2 FP inh: 10; pPAFAH FP inh: 4; LYPLA2 counter: 2; PAFAH2 FP inh: 1; EBNA-1 inh: -6; LYPLA1 inh: 4; PAFAH1B3 FP inh: 10; PREPL inh: -1

What do the screens show for `COc1ccccc1N(C)S(=O)(=O)c1ccc(C(=O)Nc2nc(C)cs2)cc1`?
ZTA counter: -16; PAFAH1B2 FP inh: -2; pPAFAH FP inh: -2; LYPLA2 counter: -4; PAFAH2 FP inh: -2; EBNA-1 inh: -16; LYPLA1 inh: -5; PAFAH1B3 FP inh: 0; PREPL inh: -7

Results for CC1CCCN(Cc2cnc(Cl)s2)C1 (configuration not stated) ?
ZTA counter: -11; PAFAH1B2 FP inh: 6; pPAFAH FP inh: 4; LYPLA2 counter: 1; PAFAH2 FP inh: 10; EBNA-1 inh: 3; LYPLA1 inh: 2; PAFAH1B3 FP inh: 9; PREPL inh: 5

Results for COCCNc1nc2c(c(=O)n(Cc3cccc(Br)c3)c(=O)n2C)n1C ?
ZTA counter: -13; PAFAH1B2 FP inh: 1; pPAFAH FP inh: 8; LYPLA2 counter: 9; PAFAH2 FP inh: -13; EBNA-1 inh: -11; LYPLA1 inh: 2; PAFAH1B3 FP inh: 6; PREPL inh: 22

How did Cn1c(=O)c2c(nc(SCc3ccccc3)n2Cc2ccc(Cl)cc2)n(C)c1=O do in these assays?
ZTA counter: -4; PAFAH1B2 FP inh: 8; pPAFAH FP inh: -3; LYPLA2 counter: -5; PAFAH2 FP inh: -5; EBNA-1 inh: 3; LYPLA1 inh: -1; PAFAH1B3 FP inh: 2; PREPL inh: -50

How did CC1SCC(=O)N(CC(=O)Nc2ccc3c(c2)OCO3)C1=O (configuration not stated) do in these assays?
ZTA counter: 8; PAFAH1B2 FP inh: -4; pPAFAH FP inh: 4; LYPLA2 counter: 1; PAFAH2 FP inh: 12; EBNA-1 inh: 7; LYPLA1 inh: 1; PAFAH1B3 FP inh: 1; PREPL inh: -6

Reprinted from the part before: 2 compounds, followed by the next part.
How did Cn1c(=O)c2c(nc(SCc3ccccc3)n2Cc2ccc(Cl)cc2)n(C)c1=O do in these assays?
ZTA counter: -4; PAFAH1B2 FP inh: 8; pPAFAH FP inh: -3; LYPLA2 counter: -5; PAFAH2 FP inh: -5; EBNA-1 inh: 3; LYPLA1 inh: -1; PAFAH1B3 FP inh: 2; PREPL inh: -50

How did CC1SCC(=O)N(CC(=O)Nc2ccc3c(c2)OCO3)C1=O (configuration not stated) do in these assays?
ZTA counter: 8; PAFAH1B2 FP inh: -4; pPAFAH FP inh: 4; LYPLA2 counter: 1; PAFAH2 FP inh: 12; EBNA-1 inh: 7; LYPLA1 inh: 1; PAFAH1B3 FP inh: 1; PREPL inh: -6

How did COc1ccc(OCCN2CCN(C(=O)c3ccc(OC)c(OC)c3)CC2)cc1 do in these assays?
ZTA counter: -8; PAFAH1B2 FP inh: 3; pPAFAH FP inh: 6; LYPLA2 counter: 2; PAFAH2 FP inh: 2; EBNA-1 inh: 7; LYPLA1 inh: 0; PAFAH1B3 FP inh: 0; PREPL inh: 12

How did CCCC(=O)N1CCCC(C(=O)c2cccc(OC(C)C)c2)C1 (configuration not stated) do in these assays?
ZTA counter: -11; PAFAH1B2 FP inh: -1; pPAFAH FP inh: 19; LYPLA2 counter: 6; PAFAH2 FP inh: 1; EBNA-1 inh: -5; LYPLA1 inh: 8; PAFAH1B3 FP inh: 6; PREPL inh: 10

How did C(=N\Nc1nncc2ccccc12)/c1ccccn1 do in these assays?
ZTA counter: -10; PAFAH1B2 FP inh: 2; pPAFAH FP inh: 1; LYPLA2 counter: 5; PAFAH2 FP inh: 8; EBNA-1 inh: 4; LYPLA1 inh: 2; PAFAH1B3 FP inh: 7; PREPL inh: 1

How did COc1ccc(C(=O)CSc2[nH]c(=O)cc(C(F)(F)F)c2C#N)cc1 do in these assays?
ZTA counter: 6; PAFAH1B2 FP inh: 4; pPAFAH FP inh: -12; LYPLA2 counter: -1; PAFAH2 FP inh: 2; EBNA-1 inh: -9; LYPLA1 inh: -7; PAFAH1B3 FP inh: 5; PREPL inh: -1

What do the screens show for `C=CCNC(=O)c1onc(CSc2ccccc2F)c1C(=O)O`?
ZTA counter: 14; PAFAH1B2 FP inh: -1; pPAFAH FP inh: -8; LYPLA2 counter: 2; PAFAH2 FP inh: 24; EBNA-1 inh: -9; LYPLA1 inh: -3; PAFAH1B3 FP inh: 5; PREPL inh: -6

Results for CC(C)c1nc(NCC2CCCO2)c(C#N)c2c1COC(C)(C)C2 (configuration not stated) ?
ZTA counter: -12; PAFAH1B2 FP inh: 5; pPAFAH FP inh: 4; LYPLA2 counter: -1; PAFAH2 FP inh: 7; EBNA-1 inh: 3; LYPLA1 inh: 2; PAFAH1B3 FP inh: 5; PREPL inh: 5

How did N#CC1(NC(=O)COc2ccccc2[N+](=O)[O-])CCCCC1 do in these assays?
ZTA counter: 10; PAFAH1B2 FP inh: 2; pPAFAH FP inh: 2; LYPLA2 counter: 6; PAFAH2 FP inh: 3; EBNA-1 inh: 6; LYPLA1 inh: 6; PAFAH1B3 FP inh: -1; PREPL inh: -4

Results for Cc1ccc(C(=O)c2cc3ccccc3o2)cc1C ?
ZTA counter: 3; PAFAH1B2 FP inh: -1; pPAFAH FP inh: 1; LYPLA2 counter: -1; PAFAH2 FP inh: 2; EBNA-1 inh: -1; LYPLA1 inh: -4; PAFAH1B3 FP inh: 7; PREPL inh: 1

How did CCOC(=O)C1CCCN(C(=O)Cn2nc(C)n3nc(-c4ccccc4)cc3c2=O)C1 (configuration not stated) do in these assays?
ZTA counter: 14; PAFAH1B2 FP inh: -2; pPAFAH FP inh: 4; LYPLA2 counter: 1; PAFAH2 FP inh: 0; EBNA-1 inh: 4; LYPLA1 inh: 0; PAFAH1B3 FP inh: 11; PREPL inh: -4

Results for FC(F)(F)c1nnc(-c2ccccc2)nc1Oc1ccc(Cl)cc1Cl ?
ZTA counter: 8; PAFAH1B2 FP inh: 4; pPAFAH FP inh: -5; LYPLA2 counter: 3; PAFAH2 FP inh: -6; EBNA-1 inh: -3; LYPLA1 inh: 3; PAFAH1B3 FP inh: 3; PREPL inh: 9

What do the screens show for `O=C(CSc1ccsc1[N+](=O)[O-])N1CCN(c2ccc(Cl)cc2)CC1`?
ZTA counter: -1; PAFAH1B2 FP inh: 6; pPAFAH FP inh: 19; LYPLA2 counter: 5; PAFAH2 FP inh: 8; EBNA-1 inh: -14; LYPLA1 inh: -1; PAFAH1B3 FP inh: 7; PREPL inh: 44*

How did Cc1cc(C)c(S(=O)(=O)Nn2cnnc2)c(C)c1 do in these assays?
ZTA counter: 10; PAFAH1B2 FP inh: -2; pPAFAH FP inh: -2; LYPLA2 counter: -4; PAFAH2 FP inh: 0; EBNA-1 inh: -2; LYPLA1 inh: 0; PAFAH1B3 FP inh: 4; PREPL inh: -3
